# High-throughput results as filed in PubChem BioAssay.
# CYP2C19 act = cytochrome P450 2C19 (human) activation. P33261. recombinant CYP2C19, luciferin-H EGE luminescence; stronger effect = higher value; 0 = fully inhibited enzyme, 1 = untreated enzyme. activation factor at 5 µM. 96,000 tested, under 10 active. AID 1025;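 active means activation factor of at least 2 at 5 µM in the primary screen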;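 further: 0 = wells with 2.5 mM tranylcypromine and 1 = vehicle-only wells; values of inactives mirror those of a sister screen read the other way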
# CYP2C9 inh = blocks human cytochrome P450 2C9; P11712; 96,000 tested, 20% active; CYP2C9 Supersomes, luciferin-H conversion, luminescence; inhibition, % at 5 µM; AID 777;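 active means blocking of liver enzyme CYP2C9 beyond about 50% at 5 µM, limit read from the data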; further: values of inactives mirror those of a sister screen read the other way
# Target sequence (P11712 whole entry, looked up): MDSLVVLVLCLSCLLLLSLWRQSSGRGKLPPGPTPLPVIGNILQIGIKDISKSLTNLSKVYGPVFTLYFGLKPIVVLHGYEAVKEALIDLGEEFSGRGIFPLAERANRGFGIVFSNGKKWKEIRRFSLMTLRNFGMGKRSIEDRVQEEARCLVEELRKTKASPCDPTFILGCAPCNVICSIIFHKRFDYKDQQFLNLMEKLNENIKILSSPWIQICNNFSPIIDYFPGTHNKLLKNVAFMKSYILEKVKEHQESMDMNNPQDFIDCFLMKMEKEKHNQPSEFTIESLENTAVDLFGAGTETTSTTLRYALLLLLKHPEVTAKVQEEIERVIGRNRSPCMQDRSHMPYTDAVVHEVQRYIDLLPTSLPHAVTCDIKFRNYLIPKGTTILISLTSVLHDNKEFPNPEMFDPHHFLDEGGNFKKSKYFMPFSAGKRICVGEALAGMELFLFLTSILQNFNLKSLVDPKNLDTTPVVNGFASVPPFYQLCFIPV
# CD11b adhes enh = CD11b/CD18-fibrinogen binding enhancement; AID 1499; 93,000 tested, 0.07% active; activation, % at 10 µM; P05107+P11215; K562 CD11b/CD18 adhesion to fibrinogen, ATPlite luminescence;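 active means 10 µM primary screen giving 50% or more activity, confirmed by 40% or more on retest at that dose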; further: strong numbers were not always called active; reference of the scale not given here
# PLAP act = activates human placental alkaline phosphatase; activation fold at 20 µM; purified PLAP enzyme, luminescent substrate read-out; stronger effect = higher value; AID 696; P05187; 96,000 tested, 1.2% active; in the data active means activation fold above about 2
# MT1-MMP txn act = MT1-MMP promoter transcription activation; HT1080 MT1-MMP promoter luciferase reporter, luminescence, overnight; stronger effect = higher value; activation factor at 10 µM; 86,000 tested, 0.16% active;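 active means activation factor of at least 2 for MT1-MMP transcription at 10 µM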
# PTK2B oligo ant = antagonists of human Pyk2 oligomerization | Q14289 | Q293 cells, Pyk2 FERM NanoBiT luminescence; stronger effect = lower value | z-score (the deposit names both 25 µM and 10 µM) | 99,000 tested, 0.83% active;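 active means Z-score of -3 or lower, scaled per plate to the spread of control and sample wells; inactive means z-score above -3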;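 further: negative z-score means lost luminescence so less FERM oligomerization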
# CYP2C19 inhib = human CYP2C19 inhibition. CYP2C19 Supersomes, luciferin-H EGE luminescence, 30 min. 96,000 tested, 21% active. P33261. inhibition, % at 5 µM;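 active means CYP2C19 inhibition above a set limit at 5 µM in the primary screen, cut at about 50% in these data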;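 further: plate controls were negative control wells for no effect and 2.5 mM tranylcypromine positive control for full effect; values of inactives mirror those of a sister screen read the other way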
# Mac1 fbg inh = blocks human CD11b/CD18 adhesion to fibrinogen. P05107+P11215. K562 CD11b/CD18 adhesion to fibrinogen, ATPlite luminescence; Mn2+ added to activate the integrin. inhibition, % at 10 µM. 93,000 tested, 0.54% active;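 active means primary inhibition of 50% or more at 10 µM, then 40% or more on retest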; further: some results filed as inactive read as strong as hits
# CYP2C9 act = CYP2C9 (human) activation. activation factor at 5 µM. recombinant CYP2C9, luciferin-H conversion, luminescence; stronger effect = higher value; factor 1 = untreated enzyme, 0 = blocked. 96,000 tested, 1.4% active. P11712. AID 1024;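 active means activation factor of 2 or more for CYP2C9 at a 5 µM dose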;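 further: 0 = sulfaphenazole-blocked wells and 1 = vehicle-only wells; values of inactives mirror those of a sister screen read the other way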
# * = called active by the depositor; x = not tested or not shown. Outcome played no part in choosing rows; about 31% have a hit in one of these screens.
SMILES,CYP2C19 act,CYP2C9 inh,CD11b adhes enh,PLAP act,MT1-MMP txn act,PTK2B oligo ant,CYP2C19 inhib,Mac1 fbg inh,CYP2C9 act
CCCc1cc(=O)[nH]c(SC(CC)C(=O)Nc2ccccc2C#N)n1 (centres undefined),1,24,2,0.9,1.2,-0.85,1,-16,0.8
O=C(NCCN1CCOCC1)c1nn2c(c1Cl)NC(c1ccccc1)CC2C(F)(F)F (centres undefined),1,15,x,1.4,1,0,-2,x,0.9
O=c1[nH]c(=S)[nH]nc1Cc1ccccc1,1,-5,2,1.1,1.1,-0.11,-1,12,1
O=C1CC(c2ccco2)CC(O)=C1C=Nc1ccc(Br)cc1 (centres undefined),0.8,40,1,0.7,1.4,0.04,22,-12,0.6
CC1CN(C(=O)c2ccncc2)CC(C)O1 (centres undefined),1.1,-16,5,1,x,x,-6,-13,1.2
Cc1cccc(C)c1NC(=O)N1CCC(n2cnc3ccccc32)CC1,1,-17,0,1.6,1.1,0.06,3,-6,1.2
Nc1nonc1-c1noc(CCCN2C(=O)c3ccccc3C2=O)n1,0.4,12,x,1,1.6,2,57*,x,0.9
O=C1/C(=C/c2ccc(F)c(F)c2)CSc2sccc21,0.6,78*,-1,0.8,1.1,-1.1,40,0,0.2
O=C(Oc1ccc2ccc(=O)oc2c1)N1CCOCC1,1.1,-15,-2,1,1.2,-0.19,-9,-4,1.2
O=c1[nH]c2ccccc2n1C1=CCCC1,1.1,-15,1,0.9,1,-0.78,-12,10,1.2
O=C(CCCOc1ccccc1)Nc1nccs1,0.1,51*,-2,1,1.2,-0.2,86*,2,0.5
Cc1cc(Oc2ccc(-c3ccccc3)cc2)n2ncnc2n1,0.7,28,-2,1.4,1.3,-0.85,29,-4,0.7
O=C(CN(c1ccc(F)cc1)S(=O)(=O)c1ccc2c(c1)OCCO2)N1CCOCC1,0.9,28,0,1.4,1.1,x,11,-7,0.7
Cc1ccc(NC(=O)CN(C)S(=O)(=O)c2cccc3nsnc23)cc1,0.7,77*,0,0.8,1.4,-0.05,28,-3,0.2
CCNC(=O)N1C(=O)C2(OCCO2)c2cc(Br)ccc21,0.9,-1,-5,1,1.1,0.06,15,-6,1
Brc1ccc(C2=Nn3c(nnc3-c3n[nH]c4c3CCC4)SC2)cc1,0.8,37,-2,1,0.5,-1.4,20,16,0.6
COc1ccc(/C=C2\OC(=O)c3c(OC)cccc32)cc1OC,0.7,-14,-2,1.2,x,-0.57,26,3,1.1
CCOC(=O)c1sc(NC(=O)CSc2nnnn2-c2ccc(C)cc2C)nc1C,1,6,0,1,1.1,-0.59,-2,-11,0.9
Cc1ccc2cccc(S(=O)(=O)NC3CCS(=O)(=O)C3)c2n1 (centres undefined),1,38,-3,0.7,1,-0.5,2,-1,0.6
Oc1ccccc1/C=N/n1cnnc1,1,12,0,0.9,1.2,1.2,-4,-4,0.9
CCOc1ccc(C2CC(c3cccc(C)c3)n3ncnc3N2)cc1 (centres undefined),0.2,54*,-1,1.7,x,x,85*,6,0.5
O=C(N1CCOCC1)N1c2ccccc2Sc2ccccc21,0.4,19,x,1.3,x,-2,55*,x,0.8
N#CC1=C(N)Oc2cc(O)ccc2C1C1CCCCC1 (centres undefined),0.6,45,-4,0.8,1.1,-1.2,36,-6,0.6
COCCCNC(=O)CSc1nc2ccccc2c(=O)n1CCCC(=O)NCC1CCCO1 (centres undefined),0.8,46,-3,1.2,1.2,1.1,20,-1,0.5
O=C(CN(Cc1ccco1)C(=O)CNS(=O)(=O)c1ccccc1)NC1CCCCC1,0.7,12,2,1.5,1.1,2,30,1,0.9

# Complete entries from above. Order of values: CYP2C19 act | CYP2C9 inh | CD11b adhes enh | PLAP act | MT1-MMP txn act | PTK2B oligo ant | CYP2C19 inhib | Mac1 fbg inh | CYP2C9 act
# `Cc1cc(Oc2ccc(-c3ccccc3)cc2)n2ncnc2n1` across the screens: 0.7 | 28 | -2 | 1.4 | 1.3 | -0.85 | 29 | -4 | 0.7
# `O=C(Oc1ccc2ccc(=O)oc2c1)N1CCOCC1` across the screens: 1.1 | -15 | -2 | 1 | 1.2 | -0.19 | -9 | -4 | 1.2
# `CCOc1ccc(C2CC(c3cccc(C)c3)n3ncnc3N2)cc1` (centres undefined) across the screens: 0.2 | 54* | -1 | 1.7 | x | x | 85* | 6 | 0.5
# `Cc1cccc(C)c1NC(=O)N1CCC(n2cnc3ccccc32)CC1` across the screens: 1 | -17 | 0 | 1.6 | 1.1 | 0.06 | 3 | -6 | 1.2
# `CCOC(=O)c1sc(NC(=O)CSc2nnnn2-c2ccc(C)cc2C)nc1C` across the screens: 1 | 6 | 0 | 1 | 1.1 | -0.59 | -2 | -11 | 0.9

# Just MT1-MMP txn act and CYP2C19 act (two entries from above):
SMILES,MT1-MMP txn act,CYP2C19 act
Oc1ccccc1/C=N/n1cnnc1,1.2,1
Cc1cc(Oc2ccc(-c3ccccc3)cc2)n2ncnc2n1,1.3,0.7

# (next part)
SMILES,CYP2C19 act,CYP2C9 inh,CD11b adhes enh,PLAP act,MT1-MMP txn act,PTK2B oligo ant,CYP2C19 inhib,Mac1 fbg inh,CYP2C9 act
CCCCS(=O)(=O)N1CN(S(=O)(=O)CCCC)C2NC(=O)NC21 (centres undefined),1,-2,2,1.1,1.1,0.52,0,-4,1
Cc1nnc(NC(=O)CSc2nc3c(c(=O)n2CCc2ccccc2)SC(C)C3)s1 (centres undefined),1,8,10,1.2,1.1,x,1,6,0.9
CCOC(=O)N1CCC(NC(=O)c2ccc3c(c2)ncn3C2CCCC2)CC1,0.9,19,x,1.2,1.4,0.37,7,x,0.8
Cc1cc(C)cc(-n2c(C)cc(C=C(C#N)C#N)c2C)c1,0.8,37,x,1.2,x,0.41,17,x,0.6
CN(C1CCCCC1)S(=O)(=O)c1ccc2c(c1)c(=O)c(C(=O)N1CCc3ccccc3C1)cn2C,0.9,15,-3,1,1.1,0.34,6,-12,0.9
CSc1nc(NCc2ccccc2)c2c3c(sc2n1)CN(C)CC3,1,28,-2,1.5,x,-1,-4,-10,0.7
CCCn1c(=O)c(C(=O)NCc2ccc(OC)c(OC)c2)c(O)c2ccccc21,0.6,87*,-1,1.8,1,-1,39,8,0.1
CCOC(=O)N1CCN(S(=O)(=O)c2cc(Br)cc3c2N(C(=O)CC)CC3)CC1,1.1,-6,2,1,1,-0.33,-6,-10,1.1
O=S(=O)(c1ccc2c(c1)OCCO2)N1CCC(O)(c2ccc(Cl)cc2)CC1,0,12,-5,0.9,1,-3.2*,98*,82,0.9
O=C(CCC(=O)OCC(=O)c1ccccc1)NC1CCCCC1,0.5,32,9,1.1,1.1,0.36,49,-10,0.7
C=CCn1cnc2c(c1=O)c1nc3ccccc3nc1n2/N=C/c1cccc(OC)c1OC,0.8,17,93,1.9,1.1,-1.9,16,-10,0.8
CCn1c(SCC(=O)Nc2nccs2)nnc1-c1ccc(S(=O)(=O)N2CCCCC2)cc1,0.8,46,0,1.4,0.9,-0.19,18,-10,0.5
CCC(=O)NCCn1ccc2ccccc21,1,7,-2,1,x,x,2,7,0.9
COCCn1nnnc1CN(CCc1ccccc1)Cc1cc2ccc(C)cc2[nH]c1=O,0.5,31,0,1.4,1,-0.05,46,2,0.7
COc1ccc(S(=O)(=O)C(C#N)c2nc3ccccc3nc2N2CCCCC2)cc1 (centres undefined),0.4,64*,-6,1.2,1.1,-0.57,57*,73,0.4
O=C(Cc1ccccc1)Nc1ccccc1CO,0.8,0,-6,0.9,1.1,0.86,20,7,1
Clc1ccc(SCc2cc(-c3ccccc3)on2)cc1,0.1,-19,79,1,x,-0.16,90*,-13,1.2
CCCc1cc(C(=O)Nc2cccnc2)no1,0.9,24,-2,1,1.4,x,14,-5,0.8
O=C(c1ccc(Cl)nc1)N1CCc2ccccc2C1,0,47,-4,1,0.9,-0.42,98*,-33,0.5
COc1ccc(NC(=O)CNS(=O)(=O)c2cccs2)cc1,0.5,40,-1,1,1.2,0.94,53*,-24,0.6
Cc1cc(N2C(=O)C3C4c5ccccc5C(c5ccccc54)C3C2=O)no1 (centres undefined),0.2,59*,1,1.2,0.9,-1.4,80*,-11,0.4
CCOc1cccc(OCCCNCCCOC)c1,1.1,-2,x,0.9,1.1,0.17,-8,x,1
CN(C)S(=O)(=O)CC12CCC(CC1=O)C2(C)C (centres undefined),0.8,-8,-3,1.6,1,0.53,23,5,1.1
Cc1ccccc1CN(c1ccc(C(=O)N2CCc3ccccc3C2)cc1)S(C)(=O)=O,0.5,63*,x,1.4,1.1,-0.63,55*,x,0.4

# 2 entries from above, as tab-separated lines:
compound	CYP2C19 act	CYP2C9 inh	CD11b adhes enh	PLAP act	MT1-MMP txn act	PTK2B oligo ant	CYP2C19 inhib	Mac1 fbg inh	CYP2C9 act
Cc1cc(C)cc(-n2c(C)cc(C=C(C#N)C#N)c2C)c1	0.8	37	x	1.2	x	0.41	17	x	0.6
C=CCn1cnc2c(c1=O)c1nc3ccccc3nc1n2/N=C/c1cccc(OC)c1OC	0.8	17	93	1.9	1.1	-1.9	16	-10	0.8
